Screening results deposited in PubChem by several laboratories.
XIAP displacement – XIAP antagonists, biochemical, IAP family, fluorescence polarization (AID 1018); E3 ubiquitin-protein ligase XIAP (Homo sapiens); XIAP BIR domain, fluorescence polarization peptide displacement; higher % means a stronger effect; displacement, % at 20 µM, or IC50 in µM where a hit was titrated; 200,000 tested, 0.007% active; in the data active = displacement above about 50%; also: a part of the inactive calls stands beside numbers as strong as those of hits
LYP inhibition – inhibitors of LYP phosphatase, biochemical, fluorescence intensity, uHTS (AID 1779); Tyrosine-protein phosphatase non-receptor type 22 (Homo sapiens); recombinant LYP phosphatase, fluorescence intensity; higher % means a stronger effect; inhibition, % at 11.5 µM; hits with a dose series show IC50 in µM; 290,000 tested, 0.054% active; in the data active = inhibition above about 50%;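 also: plate controls were vehicle with enzyme for no effect and no enzyme for full effect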
HIV fusion peptide – inhibitors of HIV fusion peptide binding, primary screen, biochemical, uHTS, fluorescence dequenching (AID 1986); cell-free peptide binding, fluorescence dequenching, 30 min; higher % means a stronger effect; inhibition, % at 20 µM; hits with a dose series show IC50 in µM; 290,000 tested, 0.3% active; in the data active = inhibition mostly above about 52%, no sharp cut-off; inactive = mostly below about 76%; also: some results filed as inactive read as strong as hits
RSV CPE inhibition – RSV antiviral activity via CPE protection, HEp-2 cells, primary 10 µM value included (AID 2391); 310,000 tested, 0.13% active; CPE inhibition, % at 10 µM, or IC50 in µM where a hit was titrated; HEp-2 cells, RSV-induced CPE inhibition; higher % means a stronger effect; in the data active = a potency from the dose series; inconclusive = CPE inhibition mostly from about 23% at the one dose, without a potency; inactive = the rest, 99 in 100 with CPE inhibition below about 21%; also: strong numbers were not always called active
AID2073 – inhibitors of Mint1-CaV2.2 protein interaction, biochemical, HTRF (AID 2073) | Voltage-dependent N-type calcium channel subunit alpha-1B (Homo sapiens) | 290,000 tested, 0.19% active | HTRF protein-protein interaction, Mint1-CaV2.2; higher % means a stronger effect | inhibition, % at 20 µM; hits with a dose series show IC50 in µM; in the data active = inhibition mostly above about 51%, no sharp cut-off; inconclusive = no clear call, values can overlap the other calls; inactive = mostly below about 53%; also: some results filed as inactive read as strong as hits
SV40 large T antigen – SV40 large T antigen inhibitors, biochemical (AID 1903); SV40 large T antigen ATPase/helicase inhibition assay; higher % means a stronger effect; one-dose inhibition, % at 20 µM; IC50 in µM for titrated hits; 310,000 tested, 0.39% active; in the data active = a potency from the dose series; inconclusive = inhibition mostly from about 32% at the one dose, without a potency; inactive = the rest, 99 in 100 with inhibition below about 32%; also: strong numbers were not always called active
Siah-1 displacement – Siah-1 peptide-binding antagonists, primary screen, biochemical, fluorescence polarization, rhodamine-plectin, uHTS (AID 1817); E3 ubiquitin-protein ligase SIAH1 (Homo sapiens); Siah-1 / rhodamine-plectin peptide fluorescence polarization; higher % means a stronger effect; displacement, % at 20 µM, or IC50 in µM where a hit was titrated; 290,000 tested, 0.02% active;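 active = displacement of at least 50% at 20 µM, with a fluorescence ratio check between 0.3 and a set limit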;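 also: plate controls were Siah plus tracer with DMSO for no effect and tracer alone without Siah for full effect; strong numbers were not always called active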
NS5 inhibitors – Dengue-2 NS5 methyltransferase inhibitors, primary screen, biochemical, confirmation dose response (AID 588689); Genome polyprotein (Dengue virus type 2 (strain 16681-PDK53)); Dengue-2 NS5 methyltransferase capping enzyme assay, biochemical; higher % means a stronger effect; 340,000 tested, 0.3% active; inhibition, % at 25 µM, or IC50 in µM where a hit was titrated; in the data active = a potency from the dose series; inconclusive = inhibition above about 29% without an active follow-up result
Rac1 GTP hydrolysis – MgcRacGAP GTPase-activating activity inhibitors, confirmation, biochemical, ADP Hunter fluorescence; Rac GTPase-activating protein 1 (Homo sapiens); MgcRacGAP-stimulated Rac1 GTP hydrolysis, ADP Hunter fluorescence; higher % means a stronger effect; GST-tagged Rac1 F28L mutant substrate; one-dose inhibition, % at 30 µM; IC50 in µM for titrated hits; 340,000 tested, 0.6% active; AID 624330, 2012;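 active = first-screen hits whose inhibition reached a set limit at any dose in the follow-up dose series; inconclusive = inhibition above the set first-screen limit but never retested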;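 also: fluorescence reports GDP produced by GAP-driven GTP hydrolysis; strong numbers were not always called active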
The depositor's hits bear a star; ? = inconclusive; / = no result given.

Screens in order – XIAP displacement	LYP inhibition	HIV fusion peptide	RSV CPE inhibition	AID2073	SV40 large T antigen	Siah-1 displacement	NS5 inhibitors	Rac1 GTP hydrolysis
COc1cc(C(=S)N2CCOCC2)ccc1OC(=O)c1cc([N+](=O)[O-])cc([N+](=O)[O-])c1
    -3.7%	-2%	-1.5%	2.2%	-17%	32%	10%	9%	25%
Cc1coc(C)c1C(=O)CC1(O)C(=O)N(Cc2ccccc2)c2ccccc21 (stereo not drawn)
    -1.6%	-8%	2.2%	3.9%	1%	12%	2%	-2%	5%
COc1ccc(S(=O)(=O)N2CCN(S(=O)(=O)c3ccc4c(c3)OCCO4)CC2)cc1C
    -5.8%	7%	-1.2%	/	0%	9%	2%	-4%	3%
Cn1c(SCC(=O)Nc2ccccc2F)nnc1-c1cc2ccccc2o1
    -19%	-6%	4.2%	0.7%	-1%	16%	8%	-7%	5%
Cc1cc(=O)[nH]c(N/N=C/c2ccc(-c3ccc(F)cc3)o2)n1
    /	0%	-4.9%	1.2%	2%	7%	-1%	-7%	8%
O=C(O)c1ccccc1COc1ccccc1Cl
    -5.2%	-9%	4.1%	0.3%	1%	19%	5%	0%	2%
CCOc1cccc(NC(=O)/C(C#N)=C\c2cccnc2)c1
    -1.9%	-6%	1.0%	-0.4%	2%	14%	7%	-18%	14%
CC1Cc2ccccc2N1S(=O)(=O)c1cccc(C(=O)OCC(=O)NCc2ccco2)c1 (stereo not drawn)
    /	4%	1.0%	1.7%	6%	29%	-2%	2%	8%
CNC(=O)N(O)C1N(NC(=O)Nc2cccc3ccccc23)C(=S)SC1(C)C (stereo not drawn)
    -1.5%	-3%	-0.6%	1.1%	-1%	12%	-4%	1%	6%
Cc1ccc(S(=O)OCC(=O)Nc2cc(Cl)ccc2N2CCOCC2)cc1 (stereo not drawn)
    -0.7%	0%	0.1%	4.0%	-2%	3%	10%	-11%	-1%
N#Cc1c(NC(=O)c2cccc(S(=O)(=O)Nc3ccc(C(=O)O)cc3)c2)sc2c1CCCC2
    /	5%	51%	-0.1%	-3%	38%	-2%	18%	14%
CNC(=S)N/N=C/c1ccco1
    /	1%	-0.9%	-0.1%	29%	24%	-1%	2%	-1%
COC(=O)C1=C(C)N(CC(C)C)C(=O)/C1=C\c1cccs1
    -2.0%	-5%	1.7%	-0.7%	20%	4%	2%	20%	13%
COc1cc(/C=N\NC(=O)CC#N)ccc1OC/C=C/c1ccccc1
    /	-2%	6.1%	4.8%	21%	8%	-9%	-1%	12%
Cc1cc(OC(=O)c2ccc(S(=O)(=O)N3CCCCC3)cc2)c([N+](=O)[O-])c(=O)[nH]1
    -4.4%	-8%	0.4%	1.8%	4%	2%	7%	-2%	7%
COc1cc(NC(=O)CN2CCN(c3ccccc3F)CC2)c(C)cc1[N+](=O)[O-]
    -5.4%	-4%	0.3%	?	14%	-2%	19%	1%	-4%
C=CCN(C#N)c1nc(OC)nc(N2CCCC2)n1
    -3.3%	-6%	16%	2.7%	21%	-2%	4%	-3%	5%
Nn1c(-c2cccc([N+](=O)[O-])c2)nc2ccccc2c1=O
    /	-9%	-0.5%	0.9%	8%	4%	-6%	-4%	5%
Cc1ccc(-c2[nH]nc3c2C(c2ccccc2OC(=O)N2CCOCC2)C(C#N)=C(N)O3)cc1 (stereo not drawn)
    1.4%	-1%	-0.2%	-0.1%	21%	14%	-3%	/	/
O=C(Cc1ccsc1)Nc1ccc(S(=O)(=O)C(F)F)cc1
    -6.7%	1%	1.0%	?	6%	14%	0%	-4%	7%
CC(C)Oc1cccc(C(=O)C2CCCN(C(=O)c3cncs3)C2)c1 (stereo not drawn)
    /	-11%	-0.7%	1.2%	0%	6%	6%	-5%	5%
O=C(NC(=S)NCc1ccco1)c1ccc(Br)cc1
    /	-1%	3.8%	7.2%	2%	15%	1%	-9%	7%
COc1ccc(NC(=O)c2ccc(NC3=NC4CS(=O)(=O)CC4S3)cc2)cc1 (stereo not drawn)
    /	-2%	0.6%	1.9%	16%	3%	6%	-1%	-4%
CCOC(=O)c1sc2nc(C)c3c(c2c1N)CC(C)(C)OC3
    -6.1%	-1%	2.1%	3.9%	34%	4%	-2%	-2%	12%
FC(F)Sc1ccc(N=C2NN=C(c3ccc4c(c3)OCCO4)CS2)cc1
    -2.7%	3%	-0.5%	15%	-20%	20%	-6%	-4%	5%
Cn1c2ccccc2n2c(=O)c(=O)n(CC(=O)N3CCCc4ccccc43)nc12
    -2.1%	1%	1.0%	1.7%	16%	-4%	0%	/	/
O=[N+]([O-])c1ccc(N2CCN(S(=O)(=O)c3ccc(Cl)cc3)CC2)cc1NCc1cccnc1
    -0.6%	3%	-0.7%	11%	20%	2%	9%	-8%	4%
CCC(C)NC(=O)CSc1n[nH]c(=O)n1CCc1ccccc1 (stereo not drawn)
    /	-7%	1.6%	1.1%	10%	6%	10%	-2%	2%
CCOC(=O)CC1=Nc2ccccc2NC(=O)C1
    -0.9%	18%	-1.7%	0.4%	10%	14%	2%	-7%	4%
COCCNC(=O)c1cc(-c2ccccc2)n(Cc2cc(C)no2)n1
    /	/	/	3.3%	/	18%	/	-6%	6%
COc1ccccc1CNC(=O)CCNC(=O)Cn1cnc2ccccc2c1=O
    -23%	0%	-2.0%	1.8%	4%	3%	0%	-7%	6%
c1ccc(Cc2c[nH]c3ccccc23)cc1
    /	-8%	0.4%	1.5%	24%	2%	5%	0%	8%
O=c1ccc2cc3ccoc3cc2o1
    /	-8%	-0.2%	8.9%	6%	/	4%	-3%	2%
CC(CCc1ccccc1)NC(=O)C1CCN(c2nnc(-n3cccc3)s2)CC1 (stereo not drawn)
    -2.0%	-2%	0.7%	1.7%	6%	2%	2%	-3%	2%
CCCc1nn(C)c(C(=O)Nc2cccc(Cl)c2)c1Cl
    -5.9%	-4%	-0.2%	?	26%	5%	1%	-3%	9%
CC(C)C(C)NC(=O)CN1C(=O)NC2(CCc3ccccc3C2)C1=O (stereo not drawn)
    -1.1%	-7%	-0.4%	-1.2%	2%	7%	0%	-3%	3%
CCC(Sc1nc2cc3c(cc2c(=O)n1Cc1ccco1)OCO3)C(=O)NCCOC (stereo not drawn)
    -5.8%	-4%	-1.5%	1.0%	-8%	19%	6%	1%	1%
Cc1ccccc1-n1c(Cn2c(=O)sc3ccccc32)nnc1SCC(N)=O
    -7.4%	-1%	-1.6%	0.9%	-3%	0%	3%	-6%	0%
Cc1ccc(-c2nnn(CC(=O)N(CC(=O)NC(C)C)c3cnc4ccccc4c3)n2)o1
    -5.8%	-11%	-0.1%	-0.3%	-3%	4%	1%	-3%	-4%
Cc1ccc(OCc2nnc(NC(=O)c3ccco3)s2)cc1
    -4.1%	-10%	-0.8%	4.5%	5%	2%	-9%	-2%	13%
CCC(=O)N1CCc2cc(Br)cc(S(=O)(=O)NCCN3CCCC3)c21
    /	-8%	1.5%	0.5%	-2%	11%	4%	-6%	13%
CCOc1ccc(NS(=O)(=O)c2cnc(Cl)c(Cl)c2)cc1
    0.9%	3%	0.8%	3.5%	-7%	15%	-7%	-6%	10%
Cc1cccc(C(=O)NC2CCN(CC(=O)NCc3cccs3)CC2)c1
    2.1%	2%	1.1%	2.4%	2%	0%	-3%	5%	7%
COc1ccc(S(=O)(=O)c2c(O)c3ccc(C(=O)Nc4ccccc4F)cc3[nH]c2=O)cc1
    /	-5%	5.9%	0.1%	3%	-1%	-6%	-1%	-3%
Cc1cc(NC(=O)c2cnn3cccnc23)no1
    1.5%	-3%	-0.6%	-0.6%	5%	29%	-11%	-2%	2%
O=C(OCC(=O)N(Cc1ccccc1)C1CCS(=O)(=O)C1)c1cc2c(s1)CCCC2 (stereo not drawn)
    -3.9%	4%	-0.8%	2.4%	15%	6%	-2%	-7%	-4%
C=CCNC(=S)NCCCCC1NC(=S)N(CC=C)C1=O (stereo not drawn)
    -4.3%	-2%	1.2%	-1.6%	-14%	13%	-2%	-5%	14%
CC(C)NC(=O)Nc1cccs1
    -5.9%	-3%	8.1%	1.5%	33%	3%	2%	-33%	13%
COCC(C)OC(=O)c1c(N)n(-c2ccc(OC)c(OC)c2)c2nc3ccccc3nc12 (stereo not drawn)
    /	-5%	-2.4%	1.4%	4%	12%	8%	/	/
CCOC(=O)C1CCN(C(=S)NC(=O)c2cccs2)CC1
    /	-10%	-0.6%	0.7%	-10%	9%	2%	-4%	7%

Carrying on:
Screens in order – XIAP displacement	LYP inhibition	HIV fusion peptide	RSV CPE inhibition	AID2073	SV40 large T antigen	Siah-1 displacement	NS5 inhibitors	Rac1 GTP hydrolysis
COc1ccc(Cn2c(=O)[nH]c3cc(C(=O)NCCCN4CCCCCC4)ccc3c2=O)cc1
    -6.7%	-9%	-1.2%	-2.5%	13%	6%	-2%	-5%	8%
O=S(O)OC1CS(=O)(=O)CC1c1ccccc1 (stereo not drawn)
    /	-4%	-0.2%	1.9%	1%	2%	-6%	3%	8%
CSc1nc2nc(-c3cccs3)cc(C(F)(F)F)c2c(=O)[nH]1
    /	-10%	-1.0%	3.9%	13%	4%	-3%	-8%	10%
CCOc1ccc2c(c1)C(N(CCN1CCOCC1)C(=O)Nc1ccccc1)CC(C)(C)O2 (stereo not drawn)
    -2.7%	-9%	-0.4%	-0.1%	-12%	0%	7%	-9%	1%
COC(=O)Oc1ccc(/C=C/C(=O)OC(C)C)cc1OC(=O)OC
    0.3%	7%	8.2%	19%	-9%	?	-4%	4%	?
Cc1sc2nc(SCC(=O)N(C)C)[nH]c(=O)c2c1C
    0.0%	-1%	0.6%	2.1%	-4%	4%	1%	-6%	19%
CC(=O)N1CCN(c2ccc(NC(=O)c3ccc4ccccc4c3)cc2)CC1
    /	-2%	-0.8%	7.9%	18%	8%	-4%	-5%	3%
Cc1ccc(Nc2cc(C)nc3ccccc23)c(C)c1
    /	/	/	?	/	13%	/	4%	0%
O=C(CNS(=O)(=O)c1ccc(Cl)cc1)NNC(=O)c1cccnc1
    -9.0%	-8%	-2.2%	1.2%	12%	-1%	-3%	-6%	10%
Nc1ccc2oc3ccccc3c2c1
    -5.2%	-4%	2.5%	4.5%	6%	-20%	-2%	-1%	29%

Single records (already shown).
Entry for Cc1ccc(Nc2cc(C)nc3ccccc23)c(C)c1 : XIAP displacement: /; LYP inhibition: /; HIV fusion peptide: /; RSV CPE inhibition: ?; AID2073: /; SV40 large T antigen: 13%; Siah-1 displacement: /; NS5 inhibitors: 4%; Rac1 GTP hydrolysis: 0%
Entry for O=S(O)OC1CS(=O)(=O)CC1c1ccccc1 (stereo not drawn) : XIAP displacement: /; LYP inhibition: -4%; HIV fusion peptide: -0.2%; RSV CPE inhibition: 1.9%; AID2073: 1%; SV40 large T antigen: 2%; Siah-1 displacement: -6%; NS5 inhibitors: 3%; Rac1 GTP hydrolysis: 8%
